FECH inh: human FECH heme synthesis enzyme inhibition. calls only at 10 µM (by protocol). 3.3% of 20,000 active. purified FECH, Ni-mesoporphyrin absorbance 550 nm. AID 1671448;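 active means enzyme reaction rate more than 3 SD below the solvent-only control wells on the same plate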;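 further: lower slope than DMSO wells means FECH inhibition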
Target sequence (P22830 whole entry, looked up): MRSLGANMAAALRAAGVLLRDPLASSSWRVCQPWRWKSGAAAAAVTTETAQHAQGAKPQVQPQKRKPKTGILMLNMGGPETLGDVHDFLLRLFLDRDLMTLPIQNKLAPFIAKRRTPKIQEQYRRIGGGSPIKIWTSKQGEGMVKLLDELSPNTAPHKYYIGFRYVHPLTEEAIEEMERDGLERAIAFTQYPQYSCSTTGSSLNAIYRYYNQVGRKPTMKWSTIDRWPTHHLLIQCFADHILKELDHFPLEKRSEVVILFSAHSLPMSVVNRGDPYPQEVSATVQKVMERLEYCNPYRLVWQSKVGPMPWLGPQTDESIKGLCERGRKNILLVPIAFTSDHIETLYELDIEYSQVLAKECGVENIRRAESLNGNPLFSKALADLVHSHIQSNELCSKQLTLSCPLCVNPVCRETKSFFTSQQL
Calls only; i = inactive; + = active, no number. Some of the compounds tested; count on the stated rates, not on these rows.

Start of the listing, in advance, 5 compounds:
Compound	FECH inh
COc1ccc(-n2c(CN3CCNCC3)nc3cccnc32)cc1	i
CCn1c(=O)n(-c2ccc(C)c(C)c2)c2nc(-c3ccccc3F)nc(C(N)=O)c21	i
COc1ccc(Nc2cc(C)nc(N3CCN(S(=O)(=O)c4ccc(OC)cc4)CC3)n2)cc1	i
COc1cncc(-c2cccnc2OC)c1	i
O=C(NCCc1nc2ccccc2[nH]1)c1cc(COc2ccccc2)[nH]n1	i

The whole of this part, from the start:
Compound	FECH inh
COc1ccc(-n2c(CN3CCNCC3)nc3cccnc32)cc1	i
CCn1c(=O)n(-c2ccc(C)c(C)c2)c2nc(-c3ccccc3F)nc(C(N)=O)c21	i
COc1ccc(Nc2cc(C)nc(N3CCN(S(=O)(=O)c4ccc(OC)cc4)CC3)n2)cc1	i
COc1cncc(-c2cccnc2OC)c1	i
O=C(NCCc1nc2ccccc2[nH]1)c1cc(COc2ccccc2)[nH]n1	i
COc1cccc(NS(=O)(=O)c2cc(N3C(=O)CCS3(=O)=O)ccc2C)c1	i
COc1ccc(Nc2cc(C)nc(Nc3ccc(NC(=O)c4ccc(Cl)cc4)cc3)n2)cc1	i
Cc1oc(-c2ccc(Cl)cc2)nc1CSc1nc2c(c(=O)[nH]1)CCCC2	i
O=C(CCC(=O)N1CCc2cc(S(=O)(=O)NCc3ccco3)ccc21)N1CCOCC1	i
CCc1ccc(-c2c(-c3ccccc3)ncn2Cc2nnc(C)o2)nc1	i
CCCC1COCCN1C(=O)c1cnn2ccn(C)c12 (stereo unspecified)	i
CCc1ccc(NC(=O)NCCc2nc3cccnc3n2C2CCCCC2)cc1	i
CCn1c(=O)sc2cc(N(S(C)(=O)=O)S(C)(=O)=O)ccc21	i
Cc1cccc(C(=O)N(Cc2nc3nc(C)cc(C)n3n2)c2ccccc2)c1	+
CN(C)c1nccnc1N1CCC(CO)(Cc2ccc(Cl)cc2)CC1	i

Following part.
Compound	FECH inh
CSc1nc(-c2ccc(Cl)cc2)c(C#N)c(N2CCCCC2C)n1 (stereo unspecified)	i
CCCCN(c1nc2nc(C)c(Cl)c(C)n2n1)S(=O)(=O)c1ccccc1	i
O=C(NCCc1ccccc1)N1CCCCC1CCn1ccnc1 (stereo unspecified)	i
COc1ccc(Nc2cc(C)nc(N3CCN(S(=O)(=O)c4ccc(C)cc4C)CC3)n2)cc1	i
CN1C(=O)c2cc(C(=O)N3CCCCC3)nn2CC1(C)C(=O)NCc1ccc(F)cc1 (stereo unspecified)	i
Cc1ccc(Cl)cc1N(C)C(=O)C1CCCN(c2ncnc3c2nc2n3CCCCC2)C1 (stereo unspecified)	i
COc1cccc(C(=O)Nc2cccc(OCc3cc(=O)n4ccc(C)cc4n3)c2)c1	i
COc1ccc(Nc2nc(-c3nnc(-c4ccc(C)cc4)o3)nc3ccccc23)c(OC)c1	i
Cc1cccc(C)c1NC(=O)CSCc1nc(-c2ccc(F)cc2)no1	i
Cc1ccc2nc(CCCNC(=O)c3ccc(C4CCCO4)s3)oc2c1 (stereo unspecified)	i
CCc1cn[nH]c1C1CCN(C(=O)C2COc3c(cccc3OC)C2)CC1 (stereo unspecified)	i
O=C(NC1CCCCC1)C1CCN(c2ccc(-c3cccs3)nn2)CC1	i
CC(=O)Nc1ccc(C)cc1S(=O)(=O)N1CCC(n2c(C)nc3cccnc32)CC1	i
CCN(CCOc1ccc(OC)cc1)C(=O)c1ncc(F)cc1F	i
Cc1nn(C)c(C)c1CN(C1CC1)C1Cc2ccccc2C1	i

Ordered by length of the SMILES (descending): three of the compounds above
Compound	FECH inh
COc1ccc(Nc2cc(C)nc(N3CCN(S(=O)(=O)c4ccc(C)cc4C)CC3)n2)cc1	i
CCc1cn[nH]c1C1CCN(C(=O)C2COc3c(cccc3OC)C2)CC1 (stereo unspecified)	i
CCN(CCOc1ccc(OC)cc1)C(=O)c1ncc(F)cc1F	i

Next section
Compound	FECH inh
COc1ccc(-n2ccnc2CN2CCC(N)(C(=O)O)C2)cc1 (stereo unspecified)	i
CCn1c(=O)n(-c2ccc(C)c(C)c2)c2nc(C)nc(C(N)=O)c21	i
COc1ncccc1[C@@H]1C[C@H](NC(=O)c2ccccc2)C[C@H](C(C)C)O1	i
Cn1c(CCC(=O)Nc2cnc3n2CCCC3)nc2cccnc21	i
CN1CCC(CNC(=O)CCC(=O)Nc2cccc(F)c2)C1 (stereo unspecified)	i
Cc1ccc(C(C)NC(=O)CN2CCS(=O)(=O)CC2)cc1 (stereo unspecified)	i
COc1ccc(CC(=O)Nc2ccc(Nc3nc(C)cc(Nc4ccc(C)cc4)n3)cc2)cc1	i
Cc1cccc(NC(=O)CCNC2CCN(C(=O)C3CCCO3)CC2)c1 (stereo unspecified)	i
Cc1ccc(S(=O)(=O)NCc2nc3cccnc3n2C(C)C)cc1C	i
CN(Cc1ccc2c(c1)OCCO2)Cc1cn[nH]c1-c1ccc(F)cc1	i
CN1CCN2C[C@@H](NC(=O)c3ccc(-c4ccc(O)cc4)cc3)C[C@H]2C1	i
Cc1cccc(OCC(=O)Nc2cc(C)nn2-c2ncnc3c2cnn3-c2ccc(Cl)cc2)c1	i
COc1ccc(C(C)(C)C)cc1S(=O)(=O)N1CCN(c2nc(C)cc(N3CCCCC3)n2)CC1	i
O=C(O)c1cc(NS(=O)(=O)c2ccccc2)cnc1N(Cc1ccccc1)Cc1ccccc1	i
Cc1ncnc2c1ncn2-c1cc(O)c(F)c(F)c1	i

(more compounds)
Compound	FECH inh
Cc1ccc(OCc2cc(=O)n3oc(C)cc3n2)c(NC(=O)C2CCCCC2)c1	i
Cc1cccc(C(=O)Nc2nc3n(n2)C(c2ccc(F)cc2)C=C(c2ccc(Cl)cc2)N3)c1 (stereo unspecified)	i
CCc1nc(C)c(C(=O)N2CCCC(c3nc(-c4ccccc4)no3)C2)o1 (stereo unspecified)	i
COc1cccc(-c2[nH]ncc2C(=O)NC2CCC(n3cnnc3)CC2)c1 (stereo unspecified)	i
COc1cc2c(cc1O)NC(=O)CC2c1nc(C)ccc1O (stereo unspecified)	i
CC(C)Cc1ccc(S(=O)(=O)NCc2nc3cccnc3n2C2CCCCC2)cc1	i
O=S(=O)(Cc1ccccc1)NCCn1c(-c2ccc(F)cc2)nc2cccnc21	i
CC(C)CCNC(=O)NCCc1nc2cccnc2n1Cc1ccccc1	i
Cc1[nH]cnc1CN(C)C1CCCc2ccccc21 (stereo unspecified)	i
Cc1nc(NC(=O)c2cccc(CN3[C@@H]4CC[C@H]3CC(O)C4)c2)nn1C(C)C (stereo partly specified)	i
Cc1cc(N(C)C)nc(N2CCN(S(=O)(=O)c3cccc(F)c3)CC2)n1	i
Cc1ncc(CN(CCO)Cc2cccs2)[nH]1	i
COc1ccc2[nH]c(=O)c(C3CC(=O)Nc4c3c(C(C)C)nn4C)cc2c1 (stereo unspecified)	i
Cc1ccnc(NCCNC2CCCCCC2)c1	i
COCCNC(=O)C1CCCN(C2CCN(Cc3noc(C)n3)CC2)C1 (stereo unspecified)	i

Following part
mol	FECH inh
Cc1ccn2c(=O)cc(COc3cccc(NC(=O)C4CCCCC4)c3)nc2c1	i
COc1ccc(S(=O)(=O)N2CCN(c3nc(C)cc(N4CCOCC4)n3)CC2)cc1C	i
COC(=O)c1cc(CN2CCCC(OCc3cccnc3)C2)cs1 (stereo unspecified)	i
CN1CCN(c2ncccc2CNC(=O)COCC2CCCO2)CC1 (stereo unspecified)	i
CCC1=C(c2ccc(OC)cc2)S(=O)(=O)N(CC(=O)NCc2ccccc2F)C1=O	i
O=C(C1CCCN(c2ncnc3c2nc2n3CCCCC2)C1)N1CCN(c2cccc(C(F)(F)F)c2)CC1 (stereo unspecified)	i
COc1ccc(CNC2(CN3CCOCC3)CCCCC2)cc1OC	i
CCc1cc(CN(C)C2CCN(C(=O)c3ccccn3)CC2)on1	i
COc1ccc(N2C(=O)CCS2(=O)=O)cc1S(=O)(=O)N1C[C@H](C)C[C@H](C)C1	i
Cc1ccc(NC(=O)NCCn2c(-c3ccncc3)nc3cccnc32)cc1C	i

The results go on.
mol	FECH inh
Cc1noc(C)c1S(=O)(=O)N1CCN(c2cc(-c3ccccc3)ncn2)CC1	i
COc1ccc(C(=O)NC2CC(=O)N(c3ccc(F)cc3)C2)cc1 (stereo unspecified)	i
Cc1ccc(S(=O)(=O)N2CCC(n3c(C(F)(F)F)nc4cccnc43)CC2)cc1C	i
O=C(Nc1ccc2c(c1)OCO2)C1CCCN(c2ncnc3c2nc2n3CCCCC2)C1 (stereo unspecified)	i
CCOc1ccc(Cn2c(CNS(=O)(=O)c3ccc(CC)cc3)nc3cccnc32)cc1	i
Cc1cc(NC(=O)c2cccc(Cl)c2)n(-c2ncnc3c2cnn3-c2cccc(C)c2C)n1	i
COc1ccc(C(C)(C)C)cc1S(=O)(=O)N1CCN(c2nc(C)cc(Nc3ccc(C)cc3)n2)CC1	i
COc1ccc(Nc2cc(C)nc(N3CCN(S(=O)(=O)c4ccc5c(c4)Cc4ccccc4-5)CC3)n2)cc1	i
COc1ccccc1CNc1nc(Nc2ccc(C)cc2)c2cnn(-c3ccccc3)c2n1	i
Cn1nnnc1SCCNC(=O)CN1CCCCCC1	i

The list goes on.
mol	FECH inh
CCc1ccc(NC(=O)CN2CCN(Cc3ccccc3C)S2(=O)=O)cc1	i
CCc1c(C)nc2ncnn2c1Sc1ccc(NS(=O)(=O)c2cc(OC)ccc2OC)cc1	i
C=CCN(CC1=CCCN(C)C1)C(=O)COC	i
CCOC(=O)Cn1c(=O)n(-c2ccc(C)c(C)c2)c2nc(-c3ccco3)nc(C(N)=O)c21	i
Cc1nn(CC(=O)N2CCNCC2C(=O)NCc2ccccn2)c(C)c1C (stereo unspecified)	i
Cc1ccc(S(=O)(=O)NCCn2c(-c3ccc(F)cc3)nc3cccnc32)cc1C	i
Cc1cc(C)cc(Nc2nc(N3CCC(Cc4ccccc4)CC3)nc3c2cnn3-c2ccccc2)c1	i
OCCCc1nncn1-c1ccc(Cl)cc1	i
Cc1ccsc1CN(C)C(=O)c1ccccc1-n1cncn1	i
CCOc1ccc(Nc2nc(NCCCO)nc3c2cnn3-c2ccccc2)cc1	i

The closing 6 compounds of the part before open the next one:
mol	FECH inh
Cc1nn(CC(=O)N2CCNCC2C(=O)NCc2ccccn2)c(C)c1C (stereo unspecified)	i
Cc1ccc(S(=O)(=O)NCCn2c(-c3ccc(F)cc3)nc3cccnc32)cc1C	i
Cc1cc(C)cc(Nc2nc(N3CCC(Cc4ccccc4)CC3)nc3c2cnn3-c2ccccc2)c1	i
OCCCc1nncn1-c1ccc(Cl)cc1	i
Cc1ccsc1CN(C)C(=O)c1ccccc1-n1cncn1	i
CCOc1ccc(Nc2nc(NCCCO)nc3c2cnn3-c2ccccc2)cc1	i
CCOc1ccc(-c2nc(CSc3nc4c(c(=O)[nH]3)CCCC4)c(C)o2)cc1OC	i
Cc1ccc(-c2noc(CSCC(=O)N3CCNC3=O)n2)cc1	i
CN1CCN(C(=O)c2cccc(O)c2)CC1C(=O)O (stereo unspecified)	i
COc1cccc(CN(c2nc3nc(C)c(Cl)c(C)n3n2)S(=O)(=O)c2ccc(Cl)cc2)c1	i
CCc1oc(C(N)=O)cc1CN1CCOC(c2ccc(Cl)c(Cl)c2)C1 (stereo unspecified)	i
CCN(Cc1noc(C2CCC2)n1)Cc1nc[nH]c1C	i
COc1ccc(Nc2cc(C)nc(N3CCN(S(=O)(=O)c4ccc(OC)c(C)c4)CC3)n2)cc1	i
Cc1nc2nc(C)c(NC(=O)Nc3ccc4c(c3)OCCO4)c(=O)n2[nH]1	i
COc1ccccc1CNC(=O)CN1CCCC(c2nc(C(C)C)no2)C1 (stereo unspecified)	i
COc1ccc(CNc2cc(-n3nc(C)cc3C)ncn2)cc1	i

Next entries.
mol	FECH inh
O=C1N(CC2CCC2)CCCC1(O)CNCc1nc2ccccc2c(=O)[nH]1 (stereo unspecified)	i
CCc1ccc(S(=O)(=O)NCc2nc3cccnc3n2Cc2cccc(C)c2)cc1	i
CCc1ccccc1NCc1nc2nc3c(c(=O)n2[nH]1)CCC3	+
Cc1cc(Nc2ccc(OC(=O)c3ccccc3F)cc2)n2nc(-c3cccnc3)nc2n1	i
COc1ccc(CNc2nc3nc(CNc4ccc(C)c(Cl)c4)cc(=O)n3[nH]2)cc1	i
O=C(NC1CCCCC1)c1nc[nH]c1C(=O)NC1CCc2ccccc21 (stereo unspecified)	+
O=C(Nc1nc2n(n1)C(c1ccc(Cl)cc1)C=C(c1ccc(Cl)cc1)N2)c1cccnc1 (stereo unspecified)	+
Cc1ncc(-c2c(-c3ccccc3)ncn2CCCc2ccncc2)s1	i
COC(=O)[C@@H]1C[C@@H](NC(=O)c2cnc(-c3cccnc3)nc2)CN1C	i
CCOC(=O)Cn1c(=O)n(-c2ccc(C)c(C)c2)c2nc(-c3ccc(C)cc3)nc(C(N)=O)c21	i

The results go on:
mol	FECH inh
Cc1cccnc1CC(C)N(C)c1cc(CCN)ncn1 (stereo unspecified)	i
CCOc1ccc(Nc2nc(NCCN3CCOCC3)nc3c2cnn3-c2ccccc2)cc1	i
CCN(Cc1cnn(CC)c1)Cc1nc(-c2ccco2)no1	i
CCCN(c1nc2nc(C)cc(C)n2n1)S(=O)(=O)c1ccccc1	i
Clc1ccc(-c2[nH]ncc2CN2CCOC3(CNCCOC3)C2)cc1 (stereo unspecified)	i
COc1ccc(-c2cc(N3CCN(C(=O)Nc4ccc(OC)cc4OC)CC3)ncn2)cc1	i
CCc1cc(C(C)NS(=O)(=O)NCc2ccccc2)on1 (stereo unspecified)	i
CN1C[C@H](NC(=O)Cn2cnc3ccccc3c2=O)C[C@H]1CO	i
COc1ccc(C(=O)NC2CC(=O)N(c3cccc(F)c3)C2)cc1OC (stereo unspecified)	i
CCc1cc(Sc2ccc(NC(=O)Nc3ccc(F)cc3F)cc2)n2nc(C)nc2n1	i

(cont.)
mol	FECH inh
O=C(NCCc1nc2c(s1)CCCC2)c1cn(-c2ccccc2)nn1	i
Cn1nnnc1SCCNC(=O)C1(C)CCCCO1 (stereo unspecified)	i
CC(C(=O)N(C)Cc1cc(C2CC2)n[nH]1)n1cnc2ccccc21 (stereo unspecified)	i
CN(C)c1nc(Nc2ccc(Cl)cc2)c2cnn(-c3ccccc3)c2n1	i
